HIF-2a inh – blocks HIF-2a reporter activity. inhibition, % at 18.8 µM. actives 0.72% (n = 360,000). 786-0 RCC cells HIF-2a reporter, luciferase luminescence, overnight;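 active = inhibition of the luminescence signal of 40% or more relative to plate controls, in a single-dose primary screen at 18.75 µM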
TWEAK Fn14 block – inhibitors of TWEAK-Fn14 interaction signaling; actives 2% (n = 360,000); inhibition, % at 10 µM; AID 1159606; TWEAK-stimulated Fn14 reporter cells, luciferase luminescence, 8 h; in the data active = inhibition above about 50%
aDG glyco up – alpha-DG glycosylation activation. Pro5-aDG cells, alpha-DG glycosylation AlphaScreen (IIH6); 0% Pro5, 100% B10-LARGE cell signal. activation, % at 10 µM. actives 0.22% (n = 360,000);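 active = activation of at least 8% versus controls, or a plate z-score of at least 8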;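 note: Pro5 are CHO cells carrying HIG-tagged alpha-DG that lacks glycosylation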
Shn3 3UTR inh – Schnurri-3 reporter inhibition in Clone20 osteoblasts; Clone20 osteoblast Shn3 3'UTR firefly luciferase, 24 h; inhibition, % at 12.5 µM; actives 0.52% (n = 360,000); AID 588674;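 active = mean inhibition of at least 75% with every replicate also reaching 75%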;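 note: 0% = median of neutral control wells and 100% = pilot-screen positive control compound; some compounds past the cut are filed as inactive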
MITF TRPM1 inh – inhibitors of MITF-driven TRPM1 promoter in melanoma cells; SK-MEL-5 TRPM1 promoter luciferase, 24 h; inhibition, % at 12.5 µM; actives 0.83% (n = 330,000); AID 488899;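 active = mean inhibition across replicates of 60% or more, whatever share of single replicates reaches that level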; note: values of inactives mirror those of a sister screen read the other way
NR2E3 ag-1 – activates human photoreceptor nuclear receptor NR2E3; GST-NR2E3/biotin-RetCOR TR-FRET, 1536-well; inhibition of corepressor binding, % at 4.78 µM; actives 0.12% (n = 320,000); AID 2300;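 active = percent inhibition above the cutoff of mean plus 3 SD of all tested compounds, set per screening campaign, cut at about 20% in these data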;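 note: 0% = DMSO wells and 100% = biotin wells as full block of FRET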
Target sequence (Q9Y5X4 whole entry, looked up): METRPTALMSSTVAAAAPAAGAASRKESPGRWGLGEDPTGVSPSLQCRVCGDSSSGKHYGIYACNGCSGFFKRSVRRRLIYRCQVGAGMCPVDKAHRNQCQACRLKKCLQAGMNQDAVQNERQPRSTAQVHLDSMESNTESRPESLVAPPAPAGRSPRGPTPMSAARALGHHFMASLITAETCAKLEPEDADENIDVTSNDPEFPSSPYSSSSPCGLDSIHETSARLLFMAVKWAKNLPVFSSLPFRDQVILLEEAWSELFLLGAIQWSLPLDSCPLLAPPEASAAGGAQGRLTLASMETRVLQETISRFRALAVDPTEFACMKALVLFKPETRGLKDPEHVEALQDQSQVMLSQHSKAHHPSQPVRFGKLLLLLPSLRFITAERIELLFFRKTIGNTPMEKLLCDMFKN
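Format: 1536-well format; test system: GST-NR2E3 and biotin-RetCOR proteins; read-out basis: percent inhibition of TR-FRET ratio; timing: 5 h incubation at 4 °C; detection: time-resolved FRET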
iPSC survival up – increases survival of single human iPS cells; AID 602274; survival enhancement, % at 20 µM; hiPSC single-cell survival, ATPlite luminescence; 100% = ROCK inhibitor wells, 0% = DMSO; actives 0.044% (n = 360,000); in the data active = survival enhancement above about 18%;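 note: cells exposed to compounds for 16 hours before the ATP read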
CF NFkB block – blocks PAF-induced NF-kB reporter in cystic fibrosis cells | KKLEB NF-kB-GFP reporter, GFP fluorescence overnight | inhibition, % at 5 µM | actives 0.86% (n = 360,000);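 active = at least 50% inhibition at 5 µM, scaled per plate between neutral and stimulator controls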;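 note: PAF is a Pseudomonas aeruginosa culture filtrate used as stimulus; plate controls were PAF-stimulated DMSO wells for no effect and unstimulated DMSO wells for full effect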
Peg3 promoter – reduces Peg3 promoter-driven luciferase expression in HeLa; HeLa PEG-Prom luciferase reporter, luminescence, overnight; inhibition, % at 20 µM; actives 1.7% (n = 360,000); AID 588405;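 active = inhibition of at least 50% at 20 µM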
NR2E3 ag-2 – agonists of human NR2E3 nuclear receptor. Q9Y5X4. CHO-S Gal4-NCOR/VP16-NR2E3 two-hybrid, luciferase. inhibition of corepressor binding, % at 3.98 µM. actives 0.35% (n = 360,000). AID 602229;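 active = inhibition above the mean of all tested compounds plus 3 SD, cut at about 70% in these data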;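 note: 0% = DMSO with NR2E3 transfected cells and 100% = cells lacking NR2E3 construct; higher means lower luciferase signal from less NR2E3 corepressor binding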
KKLEB tox – CF airway cell cytotoxicity counter-screen. KKLEB CF airway cells viability, ATPlite luminescence, overnight; stronger effect = lower value; cells stimulated with P. aeruginosa culture filtrate. activity change (cytotoxicity), % at 5 µM. actives 0.36% (n = 360,000). AID 602141;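 active = corrected activity change at or below -50% at 5 µM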
Active calls of the source: *; · = not tested or not shown.

Every second line gives: MITF TRPM1 inh, HIF-2a inh, TWEAK Fn14 block, iPSC survival up, KKLEB tox, Shn3 3UTR inh, Peg3 promoter, aDG glyco up, NR2E3 ag-1, CF NFkB block, NR2E3 ag-2
CSc1nnc(N2C(=O)C(O)=C(C(=O)c3ccco3)C2c2ccccc2F)s1 (stereo not drawn)
→ 5, -91, 17, -0.3, 8, -27, -58, -0.1, 5, -12, -57
CCc1nnc(NCn2nc(C)cc2C)s1
→ 7, 17, 2, -3.3, 9, 0, 2, -0.2, 6, -4, -23
CC1(C)CC(NC(=O)c2cccc(S(=O)(=O)N(Cc3ccccc3)c3ccccc3)c2)CC(C)(C)N1
→ 57, 13, 13, -0.7, 10, 13, 84*, 6.8*, -2, 15, -13
CCCNC(=O)CSc1ccc(S(=O)(=O)N2CCCC2)cn1
→ -5, 8, 3, -1.1, 8, 2, 10, 0.3, 4, -2, -18
CCOc1ccc(CCNC(=O)COC(=O)c2ccc(S(C)(=O)=O)cc2)cc1OCC
→ -3, 5, 4, -0.4, -1, -3, 9, -0.2, 2, -28, 12
CCCCC1=NN(C(=O)c2cccnc2)C(O)(C(F)(F)F)C1 (stereo not drawn)
→ ·, 10, 5, 0.0, 9, 11, 3, -0.2, 0, -17, -9
COc1ccc2[nH]c(=O)c(CN(c3ccccc3OC)S(=O)(=O)c3ccccc3)cc2c1
→ ·, 16, -3, 1.9, -22, 6, 40, 0.0, 3, -13, 10
COc1ccc(C2=NOC(COc3ccc4c(C)cc(=O)oc4c3)C2)c(OC)c1 (stereo not drawn)
→ ·, -52, -2, 1.4, 6, 7, -18, 0.0, -1, -7, -38
COc1ccccc1CN(CC(=O)NCc1ccc2c(c1)OCO2)C(=O)c1ccc2c(c1)OCCO2
→ 7, 2, 13, -1.2, 1, 33, 36, 0.1, 1, -10, -7
Cc1cc(NC(=O)Cn2nc(C(F)(F)F)c3c2CCC3)n(-c2ccccc2)n1
→ -2, 8, 7, 3.0, 7, 11, -2, 0.3, -3, -2, -10
Cc1ccc(S(=O)(=O)N2CCOCC2)cc1C(=O)NC1CCN(Cc2ccccc2)CC1
→ 11, 9, -10, -0.5, -5, 19, 11, -0.1, ·, 3, 7
S=C(CSc1ccccc1)Nc1cccc2ccccc12
→ ·, -56, -23, -2.6, -2, 10, -18, 0.1, ·, -4, 15
Cc1nn(Cc2ccccc2Cl)c(C)c1C(=O)NCc1ccco1
→ 8, 16, 14, -1.7, -11, 9, 6, 0.1, 0, 7, -9
CCCCOc1ccccc1NC(=O)CC1Nc2ccccc2NC1=O (stereo not drawn)
→ 4, -26, 23, -2.3, 17, -2, 3, 0.1, 0, 2, -17
COc1cccc(C(=O)O/N=C2\CCS(=O)(=O)c3sccc32)c1
→ 7, -4, -17, 2.2, -1, -4, -7, -0.6, -1, 5, -10
CCCCC(=O)Nc1ccc2c(c1)OCCO2
→ -25, -116, 4, 1.4, 13, -16, -74, 0.0, 1, -12, -26
O=C(NCCCNc1ccnc2cc(Cl)ccc12)c1ccccc1F
→ -13, 19, -16, -0.6, 5, 35, 11, 1.1, -2, -2, -5
CC(C)(C)NC(=O)Nc1nnc(SCC(=O)NC2CCCCC2)s1
→ -25, -70, -5, 0.5, -11, -29, -85, 0.0, 1, 5, -16
O=c1[nH]c2ccccc2cc1CN(Cc1ccco1)S(=O)(=O)c1ccccc1
→ 8, 4, 9, 0.1, 2, 8, 15, 0.1, 3, -4, 4
Cc1ccn2c(=O)nc(SCC(=O)N3CCCCC3)nc2c1
→ -2, -7, 4, -0.1, 12, 7, -25, -0.1, 6, -16, 10
CCOC(=O)C(=CNc1cc(OC)ccc1-n1cccc1)C(=O)OCC
→ 15, 22, -2, -0.3, 2, 4, 29, 0.2, 0, -1, -13
Cc1cscc1-c1nc(NCC2CC2)nc2ccsc12
→ ·, 5, 19, -2.4, -20, 6, 17, 0.0, ·, 22, -16
O=S(=O)(/C=C/c1ccccc1)Nc1ccc(F)cc1
→ -14, 21, 5, 2.5, 3, -47, 11, 0.2, 3, -5, -3
COc1ccc(/C=C/C(=O)NC(C)CCc2ccccc2)cc1 (stereo not drawn)
→ 5, 10, 6, 1.1, -9, 13, 1, 0.2, 0, 10, 7
CC(=O)c1ccc(Nc2c(C)n(C)n(-c3ccccc3)c2=O)cc1
→ 6, 5, 15, 2.2, 4, -3, 5, -0.4, -1, -4, 13
COC(=O)c1cccn(CC(=O)c2ccc(Cl)cc2Cl)c1=O
→ -4, 21, -1, -2.7, -8, 1, 1, -0.1, 3, 9, -16
Cc1cccc(N/C=C/c2onc(C)c2[N+](=O)[O-])c1
→ -65, -225, -8, 6.6, 7, -46, -182, -0.2, 2, -6, -92
COC(C/C=C\[C@@H](O)[C@@H](C)OCc1ccccc1)OC
→ -4, 1, 1, 3.8, 3, -11, -2, 1.0, 1, -27, -20
O=C(CN1CCN(Cc2ccc(F)cc2)CC1)Nc1ccccc1F
→ -5, 7, -49, -0.2, -3, 25, 8, 0.1, -1, -11, -10
CN(C)CCCNC(=S)NCCNc1nc2cc3c(cc2cc1C#N)OCO3
→ 2, 16, 10, 1.3, 4, 12, -2, 0.4, -1, -16, 19
Cc1ccn2cc(CCNC(=O)c3ccc(Br)o3)nc2c1
→ 3, -2, 8, -0.2, 2, 1, -10, 0.0, 3, -1, -4
Cc1oc(C)c(C(N)=O)c1C(N)=O
→ -7, 11, 7, -0.3, 6, 7, 17, -0.1, -1, 4, -4
O=C(c1ccc([N+](=O)[O-])c(CS(=O)(=O)c2ccc(Cl)cc2)c1)N1CCCC1
→ 7, 16, 9, 2.1, 11, 13, 8, 0.3, 4, 0, 2
Cc1cc(C)nc(N/N=C/c2cc(Br)ccc2O)n1
→ 10, -152, -5, -0.4, 0, 89*, -32, 0.2, 3, -28, -8
Cc1cc(=O)oc(C)c1C(=O)NCCCN1CCN(c2ccc(F)cc2)CC1
→ 6, 18, -4, 6.8, 19, 14, 8, -0.1, 4, 2, -8
COc1ccc2c(=O)c3c(=O)n(CCc4ccccc4)c(C(C)C)nc3oc2c1
→ -8, 10, -9, 0.1, 2, 3, -4, -0.3, -3, -11, 1
CC(=O)c1c(C)oc2ccc(NS(=O)(=O)c3ccc(C)cc3)cc12
→ 5, -2, -1, -0.4, -9, 64, 8, 0.4, -3, 7, 80*
OC(COc1cccc2ccccc12)CN1CCN(c2ccccc2)CC1 (stereo not drawn)
→ 6, 15, 1, -0.8, -11, 13, -27, 0.0, 7, 3, -4
COc1ccccc1CNC(=O)C1CC2Cn3c(nc4ccccc43)C2N1C (stereo not drawn)
→ 2, 10, 9, -3.3, 5, 10, 5, 0.1, -3, -3, -30
CC(=O)N1CCN(CC(=O)Nc2c(Cl)cccc2Cl)CC1
→ -7, 3, -5, -1.2, -4, 4, 9, 0.2, -3, -2, -6
CC1(C)CC(=O)c2cc(O)ccc2O1
→ -8, 8, 3, -0.4, -10, 0, -30, -0.2, 1, 13, 8
COc1ccc(C(=O)Nc2ccc(OC)c([N+](=O)[O-])c2)cc1Br
→ -13, -36, -14, -2.4, -10, 0, -12, 0.6, 0, -6, -30
Nc1nnnn1/N=C/c1cccc(OCc2ccccc2Cl)c1
→ -4, -53, 22, 1.7, -16, -9, -26, 1.3, 2, -4, -32
COc1ccc(CCN(C)C(=O)C2CCN(Cc3ccc(C)cc3)CC2)cc1OC
→ 10, 9, 11, 0.8, 5, 0, 4, 1.0, 0, -1, -20
CCOC(=O)N1CCN(C(=O)Cn2ncn3nc(-c4cccs4)cc3c2=O)CC1
→ -2, 3, -3, -1.8, 1, -12, -1, 0.5, 0, 0, -10
CC(=O)NC(c1cccc(F)c1)c1nc(-c2cccs2)cs1 (stereo not drawn)
→ ·, -9, 3, -2.5, 3, -10, -6, 0.0, ·, -17, -37
Cc1ccc(C2(C)NC(=O)N(CC(=O)Nc3ccc4c(c3)CCC4)C2=O)cc1 (stereo not drawn)
→ 11, 7, -14, 1.3, -4, 2, 15, 0.1, 2, 2, 19
C#CCOCCOCCOCCNc1nc(N2CCN(C(=O)[C@H]([C@@H](C)O)n3cc(CCCCN)nn3)CC2)nc(N2CCN(C(=O)[C@H]([C@@H](C)CC)n3cc(CCCCN)nn3)CC2)n1
→ 16, -3, 15, -0.9, 7, -5, 4, -0.2, 3, -1, 2
CS(=O)(=O)N(CC(N)=O)c1ccc(F)c(Cl)c1
→ 0, 14, -16, -0.6, -5, -3, 1, 0.2, -4, -12, -14
COCCn1nnnc1CN(CCc1ccc(OC)c(OC)c1)Cc1cc2ccc(C)cc2[nH]c1=O
→ 10, -1, 0, -1.6, 0, 6, 23, -0.2, 1, 10, -8
CSCCC(NC(=O)c1ccccc1Cl)C(=O)N1CCCCCCC1 (stereo not drawn)
→ -13, 1, 9, -0.4, 4, -4, 5, 0.0, -1, 10, -14
O=C(Nc1nc(-c2ccccc2)cs1)c1ccco1
→ -55, -346, -19, -0.3, 17, ·, -355, 0.3, 4, -85, -102
O=C(O)CSc1nnc(COc2ccc(Br)cc2)n1-c1ccccc1
→ -8, 14, 10, 0.2, -1, 12, 5, 0.0, 4, -12, -39

Ordered by length of the SMILES (high to low): part of the list above.
Every second line gives: MITF TRPM1 inh, HIF-2a inh, TWEAK Fn14 block, iPSC survival up, KKLEB tox, Shn3 3UTR inh, Peg3 promoter, aDG glyco up, NR2E3 ag-1, CF NFkB block, NR2E3 ag-2
COCCn1nnnc1CN(CCc1ccc(OC)c(OC)c1)Cc1cc2ccc(C)cc2[nH]c1=O
→ 10, -1, 0, -1.6, 0, 6, 23, -0.2, 1, 10, -8
COc1ccc(CCN(C)C(=O)C2CCN(Cc3ccc(C)cc3)CC2)cc1OC
→ 10, 9, 11, 0.8, 5, 0, 4, 1.0, 0, -1, -20
O=C(O)CSc1nnc(COc2ccc(Br)cc2)n1-c1ccccc1
→ -8, 14, 10, 0.2, -1, 12, 5, 0.0, 4, -12, -39
O=C(Nc1nc(-c2ccccc2)cs1)c1ccco1
→ -55, -346, -19, -0.3, 17, ·, -355, 0.3, 4, -85, -102

5 compounds from above, sorted by their value in Shn3 3UTR inh, low to high.
| SMILES | MITF TRPM1 inh | HIF-2a inh | TWEAK Fn14 block | Shn3 3UTR inh | Peg3 promoter | aDG glyco up | NR2E3 ag-1 | CF NFkB block | NR2E3 ag-2 |
| --- | --- | --- | --- | --- | --- | --- | --- | --- | --- |
| COC(=O)c1cccn(CC(=O)c2ccc(Cl)cc2Cl)c1=O | -4 | 21 | -1 | 1 | 1 | -0.1 | 3 | 9 | -16 |
| Cc1oc(C)c(C(N)=O)c1C(N)=O | -7 | 11 | 7 | 7 | 17 | -0.1 | -1 | 4 | -4 |
| Cc1cc(NC(=O)Cn2nc(C(F)(F)F)c3c2CCC3)n(-c2ccccc2)n1 | -2 | 8 | 7 | 11 | -2 | 0.3 | -3 | -2 | -10 |
| Cc1cc(=O)oc(C)c1C(=O)NCCCN1CCN(c2ccc(F)cc2)CC1 | 6 | 18 | -4 | 14 | 8 | -0.1 | 4 | 2 | -8 |
| CC(=O)c1c(C)oc2ccc(NS(=O)(=O)c3ccc(C)cc3)cc12 | 5 | -2 | -1 | 64 | 8 | 0.4 | -3 | 7 | 80* |
